Pf growth 48h: inhibits P. falciparum growth in the first generation, 48 h; P. falciparum luciferase growth in erythrocytes, 48 h; Potency, µM (highest dose often 28.7 µM), for inactives: top-dose activity change, negative = inhibition, most hits filed as inhibitors; hit rate 5.9% among 310,000
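Compounds are pin-transferred into medium, infected erythrocytes (2% hematocrit, 0.1% parasitemia final) are added, and plates sit one parasite generation at 37 C in 5% CO2. Detection reagent is then added and luminescence measured.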
HCV inhibitor: blocks hepatitis C virus; Huh7.5.1 HCVcc-Cre infection, luciferase reporter, 44 h; Potency, µM (highest dose often 41.8 µM), for inactives: at the highest dose activity change, negative = inhibition, actives largely listed as inhibitors; hit rate 3.4% among 340,000
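Whole-lifecycle infectious HCVcc-Cre system; cells 1,000/well, compound then virus (~0.5 moi) added 4 h after plating, 44 h culture. Luciferase read 15 sec following 15 min substrate incubation, room temp.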
LmPK inhibitor: inhibitors of Leishmania mexicana pyruvate kinase; Q27686; purified LmPK, Kinase-Glo ATP luminescence, 1 h; Potency, µM (top dose mostly 57.5 µM), for inactives: at the highest dose activity change, negative = inhibition, actives largely listed as inhibitors; hit rate 0.37% among 290,000; AID 1721
Target sequence (Q27686 whole entry, looked up): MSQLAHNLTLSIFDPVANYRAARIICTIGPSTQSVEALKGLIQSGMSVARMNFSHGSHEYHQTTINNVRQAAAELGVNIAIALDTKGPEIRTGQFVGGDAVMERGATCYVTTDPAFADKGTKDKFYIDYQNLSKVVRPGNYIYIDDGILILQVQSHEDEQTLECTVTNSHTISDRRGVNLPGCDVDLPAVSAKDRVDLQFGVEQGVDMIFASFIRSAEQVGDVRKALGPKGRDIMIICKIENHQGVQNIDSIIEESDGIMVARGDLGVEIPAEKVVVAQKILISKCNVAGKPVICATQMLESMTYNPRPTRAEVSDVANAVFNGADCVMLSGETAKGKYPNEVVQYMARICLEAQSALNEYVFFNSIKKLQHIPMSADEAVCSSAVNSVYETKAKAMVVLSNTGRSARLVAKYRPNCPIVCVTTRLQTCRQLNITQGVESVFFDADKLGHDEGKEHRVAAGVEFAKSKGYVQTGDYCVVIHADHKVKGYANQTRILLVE
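ATP generated from ADP (0.1 mM) and PEP (0.5 mM) by 0.1 nM LmPK over 1 h at room temperature (pH 7.2 imidazole buffer) was detected by coupled luciferase luminescence. Values were normalized to uninhibited and no-enzyme wells.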
Pf growth 96h: P. falciparum growth inhibition at 96 hour, primary screen for plastid delayed-death inhibitors. hit rate 6.9% among 320,000. AID 504834. Potency, µM (titrated, usually from 28.7 µM), for inactives: top-dose activity change, negative = inhibition, usual class: inhibitors. P. falciparum luciferase reporter growth, 96 h
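P. falciparum expressing integrated firefly luciferase grown in erythrocytes (2% hematocrit, 0.05% parasitemia final) with compounds for 96 hours at 37 C, 5% CO2. Growth inhibition read as loss of luminescence after adding luciferase detection reagent.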
Sm TGR block: blocks Schistosoma mansoni thioredoxin glutathione reductase; Q962Y6; purified TGR, DTNB reduction, TNB absorbance 405 nm; Potency, µM (doses to about 114 µM), for inactives: at the top dose activity change, negative = inhibition, most hits filed as inhibitors; hit rate 3% among 360,000; also: nearly all actives have a fitted effect of over 60% in size
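Kinetic colorimetric format: TGR-catalysed, NADPH-driven DTNB reduction monitored via TNB absorbance. Enzyme dispensed at 20 nM; compound exposure 15 min at room temperature before reaction start.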
TbPYK inhibitor: T. brucei pyruvate kinase inhibition. Q57TT1. TbPYK enzyme, Kinase-Glo Plus ATP luminescence, 45 min. Potency, µM (doses to about 76.8 µM), without a hit: at the top dose activity, negative = inhibition, usual class: inhibitors. hit rate 0.12% among 410,000; also: nearly all actives have a fitted effect of over 50% in size
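Assay buffer: 50 mM TEA pH 7.2, 100 mM KCl, 10 mM MgCl2, 0.05% BSA, 0.01% Tween-20. Pyruvate kinase from T. brucei plus substrate met compound, then ADP (130 uM final). Luminescence was read post 45 min RT.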
Starred values were filed as active, the others as inactive; ? = inconclusive; / = not tested or not shown; [ ] = dose if it differs, or a comment. Calls follow the shape of the dose curve; as a rule, active = well fitted curve in the direction sought with a large enough effect; inconclusive = small, poorly fitted or top-dose-only effect, or another doubt; inactive = no such curve, though single readings can be large; an effect the other way counts as inactive or inconclusive. % is scaled to controls: 0 for no effect and ±100 for the full control effect; potency is read from the fitted curve at half-maximal effect.

SMILES | Pf growth 48h | HCV inhibitor | LmPK inhibitor | Pf growth 96h | Sm TGR block | TbPYK inhibitor
COc1cc(C2CC(c3c(C)cc(C)[nH]c3=O)=NN2c2ccccc2F)cc(OC)c1OC (centres undefined) | ? | -10% | 8% | -2% | 10% | 5%
CCC(C)(C)C(=O)Nc1ncc(S(=O)(=O)c2ccc([N+](=O)[O-])cc2)s1 | 8.3µM* | -22% | 0% | 2.9µM* | 1% | -7%
COc1cccc(SCC(=O)N2CCN(c3ccccc3)CC2)c1 | 0% | 2% | 1% | 1% | -3% | -5%
O=C1Nc2cc(C(=O)NCCCN3CCOCC3)ccc2S/C1=C/c1ccccc1F | ? | 8.9µM* | 6% | ? | 7% | 4%
CN(C(=O)COC(=O)C1=COCCO1)c1c(N)n(Cc2ccccc2)c(=O)[nH]c1=O | -15% | 20% | / | 4% | 2% | 5%
COc1ccc(-c2noc(C3CCCN(C(=O)c4ccccc4)C3)n2)cc1 (centres undefined) | 122%[activator] | ? | -2% | -3% | -5% | -6%
CC1CN(CC(O)COc2ccccc2C(C)(C)C)CC(C)O1 (centres undefined) | 2.3µM* | -11% | 2% | 8.3µM* | 5% | -2%
O=[N+]([O-])c1cccc(/C=C/c2nc[nH]c2[N+](=O)[O-])c1 | ? | 4% | 0% | 1.5µM* | 0% | -2%
COc1ccccc1CC(NC(C)=O)C(=O)NC1CCN(C(=O)Nc2ccc(F)cc2)CC1 (centres undefined) | 5% | 5% | -5% | 0% | -8% | 0%
CCOC(=O)c1nnsc1N | 1% | 16% | 0% | 2% | 23% | 2%
CC(C(=O)O/N=C(\N)c1cccnc1)c1ccc([N+](=O)[O-])cc1 (centres undefined) | ? | 10% | -5% | 12% | 24% | -5%
CN(CC(=O)Nc1ccc(F)c(F)c1F)c1ncnc2sccc12 | -4% | -13% | 2% | 3% | 5% | 6%
c1ccc(CCNC2=NCCS2)cc1 | -3% | -1% | -6% | ? | -10% | -1%
O=C(NCCCn1ccnc1)c1nc(Cn2ccc([N+](=O)[O-])n2)no1 | 17% | 0% | 3% | 16% | 4% | 4%
Cc1[nH]c2ccccc2c1/C=C/c1nc2ccccc2c(=O)n1-c1ccc([N+](=O)[O-])cc1 | ? | ? | 1% | ? | 0% | -1%
COc1ccc(S(=O)(=O)Nc2cccc(SC)c2)cc1C(=O)N1CCOCC1 | -6% | 13% | 3% | 0% | 0% | -1%
Cc1ccc(C(CC(=O)O)NC(=O)c2ccc(S(=O)(=O)N3CCCC3)cc2)cc1 (centres undefined) | ? | ? | / | 22% | -12% | -7%
CCc1cccc(CC)c1NC(=O)CSc1nnc(C(C)C)n1CC | 17% | -26% | 2% | ? | 3% | 4%
COc1cccc(N2CC(C(=O)Nc3nnc(SCCN4CCOCC4)s3)CC2=O)c1 (centres undefined) | ? | -4% | -2% | -33% | -11% | -7%
Cc1ccc(-c2nc3cc(NC(=O)C(C)C)ccc3o2)cc1C | 10% | ? | -7% | -24% | -8% | -21%
CCOc1ccc2nc3c(cc2c1)CN(CCOC)C(=NCCOC)S3 | ? | -18% | 2% | ? | 1% | -5%
O=C(Nc1ccccc1)OCCNC(=O)c1cccc(Cl)c1 | / | ? | -1% | 0% | -16% | -5%
CCCCOC(=O)c1ccc(NC(=S)NC(=O)c2c(Cl)cnn2CC)cc1 | 53%[activator] | -2% | 3% | 102%[activator] | 3% | 0%
Nc1nc2ccc([N+](=O)[O-])cc2[nH]1 | ? | -5% | -8% | -13% | 8% | 3%
CCC(C)C(=O)Nc1nc2c(s1)C(=O)CC(C)(C)C2 (centres undefined) | -17% | -22% | 1% | ? | 1% | 2%
CCc1ccc(NC(=O)CN(c2cccc(C)c2)S(C)(=O)=O)cc1 | / | 0% | -4% | 41%[activator] | -5% | 0%
O=C(NCc1cccs1)c1nc(-c2cccs2)no1 | 15%[5.75 µM] | ? | 0% | -101%[5.75 µM] | 20% | 8%
CC(C)(C)c1ccc(S(=O)(=O)Nc2ccc(Cc3ccncc3)cc2)cc1 | ? | ? | 0% | ? | -29% | 7%
O=C(c1cccc(N2CCCC2=O)c1)N1CCN(c2ccccc2)CC1 | ? | 10% | 2% | ? | 0% | -8%
CC1CCN(C(=O)COC(=O)c2cc([N+](=O)[O-])ccc2N2CCOCC2)CC1 | -9% | -21% | / | ? | -9% | -4%
CCOC(=O)C1=C(C)NC(=O)NC1c1ccc(OCCO)c(OC)c1 (centres undefined) | 0% | 1% | 7% | 227%[activator] | -9% | -5%
CC(c1ccccc1)n1c(-c2cccs2)nc2c(c(=O)c3ccccc3n2C)c1=O (centres undefined) | 9.3µM* | 14µM* | 1% | -5% | -6% | -6%
CCOC(=O)NC(O)C(=O)c1cccs1 (centres undefined) | 8% | 16% | -4% | 5.2µM* | 0% | 3%
CCC(=O)Nc1ccc(NC(=O)CSc2nnnn2-c2ccc3c(c2)OCCO3)cc1 | 11% | ? | -1% | 28% | 1% | 3%
CCS(=O)(=O)N1Cc2ccccc2CC1C(=O)OCC(=O)Nc1ccc(SC(F)F)cc1 (centres undefined) | / | 16% | 3% | 6% | -5% | -11%
COc1ccccc1S(=O)(=O)Nc1cc(S(=O)(=O)N2CCCCC2)ccc1N1CCOCC1 | ? | -7% | 5% | ? | -9% | 1%
Cc1cc(C)nc(NNS(=O)(=O)c2ccc(F)c(Cl)c2)n1 | ? | -3% | / | 1% | 3% | 2%
O=C(NCCCc1ccccc1)c1c(O)nc2sccn2c1=O | ? | -9% | / | ? | -9% | 0%
CCC(=O)Nc1ccc(-c2ccc(N3CCC(C)CC3)nn2)cc1 | 37%[activator] | -10% | -5% | ? | 4% | 5%
Cc1ccccc1CN(c1ccc(C(=O)NCCC2=CCCCC2)cc1)S(C)(=O)=O | ? | 0% | 4% | ? | 6% | 2%
CCCn1c(SCC(=O)NCc2cccs2)nc2c1c(=O)n(C)c(=O)n2C | 0% | 12% | -1% | ? | 1% | -3%
COc1ccccc1OCC(=O)O/N=C(\N)c1ccccn1 | 181%[activator] | 5% | -7% | 389%[activator] | 11% | -4%
Cc1ccc(OCCC(=O)OCC(=O)NC(=O)NC2CCCC2)cc1 | 0% | 1%[8.37 µM] | / | 8% | -3% | -2%
COc1ccccc1-c1oc2ccccc2c1-c1ccc2c(c1)OCO2 | ? | ? | / | ? | -15% | -2%
Cc1cc2c(Nc3ccc(C(=O)O)cc3)ncnc2s1 | 9% | 15% | 2% | -60% | -31% | 0%
CC1(CC(=O)N/N=C/c2ccc(-c3ccc(Cl)cc3)o2)OCCO1 | 55%[activator] | -11% | -1% | ? | -10% | -4%
CN(C)S(=O)(=O)N1CCN(C(=O)c2cccc(Br)c2)CC1 | / | 6% | -3% | 45%[activator] | -1% | -5%
CCOc1ccc(CNCCN2CCCC2)cc1 | ? | ? | -5% | ? | 3% | -6%
COC(=O)C1=C(c2cccc(OCc3ccccc3)c2)C[C@@H]2CC[C@H]1N2C(=O)NCc1ccc(OC)c(OC)c1 | ? | ? | / | ? | -3% | -11%
Cc1cc(-c2ccccc2)nc2c(Br)c(=O)[nH]n12 | -22% | 15% | 1% | 10% | 45µM* | -11%
O=C(CSc1nnc(CNC(=O)c2cccs2)o1)Nc1ccccc1F | 18% | 6% | -11% | ? | 0% | -3%
O=C(c1cccs1)C1CCCN(Cc2nc(Cc3ccccc3F)no2)C1 (centres undefined) | 9% | 11% | 4% | ? | 7% | -1%
COc1cccc(C(=O)SC2=NCCS2)c1 | 12% | ? | -5% | -24%[5.75 µM] | -16% | 2%
OCCCNc1nc(-c2ccccc2)nc2c1oc1ccccc12 | -11% | ? | 5% | ? | 1% | 5%
O=C(C(=O)N1CCCCC1)c1c(-c2ccccc2)[nH]c2ccccc12 | -11%[0.00184 µM] | -30% | 2% | ? | -2% | -6%
Cc1cc(C)nc(N/C(=N\S(=O)(=O)Cc2ccccc2)Nc2cccc(Cl)c2C)n1 | 16% | 13% | 4% | -11% | -31% | 5%
Cc1ccc(NC(=O)Cc2csc(-c3ccccc3)n2)cc1F | -10% | ? | 5% | ? | 2% | -1%
O=C(COC(=O)c1ccc(S(=O)(=O)N2CCOCC2)cc1)NC1CCCCCCC1 | 15% | 13% | 3% | 15% | 7% | 14%
NC1=NC2(CCCCC2)N(c2ccc(F)cc2F)C(N)=N1 | ? | 11% | 1% | 11% | 1% | 1%
COc1cc(SC)ccc1C(=O)N1CCN(Cc2ccccc2)CC1 | 2% | 25µM* | -1% | 9% | 26% | -3%
Additional structures.
SMILES | Pf growth 48h | HCV inhibitor | LmPK inhibitor | Pf growth 96h | Sm TGR block | TbPYK inhibitor
O=C(NC(=O)c1cc(OCC(F)(F)F)ccc1OCC(F)(F)F)Nc1ccccc1 | ? | ? | 10% | ? | 12% | 4%
Cc1ccc2c(c1)c1c(n2CC(O)Cn2c(C)nc3ccccc32)/C(=N\O)CCC1 (centres undefined) | 12µM* | ? | 2% | ? | 4% | 0%
CNC(CC(=O)c1ccc([N+](=O)[O-])cc1)C(Cl)(Cl)Cl (centres undefined) | 36%[activator] | 9% | -11% | / | 0.45µM* | 13µM*
O=S(=O)(c1ccccc1)N1CCCC1c1cccs1 (centres undefined) | 1% | -25% | 8% | ? | -8% | -2%
Cc1ccc(NC(=O)c2nnn(CC(=O)Nc3ccccc3)c2N)cc1C | 23% | ? | 0% | ? | -4% | -8%
COC(=O)Nc1nc(Sc2ncc(C(F)(F)F)cc2Cl)n[nH]1 | 8% | 13% | -8% | 20% | 1% | -3%
Cc1cc(C)c2cc(C(=O)Nc3ccc4c(c3)OCO4)[nH]c2c1 | 10% | ? | 6% | 9% | -9% | 2%
Cc1cc(C(=O)Nc2ccccc2C(=O)O)ccc1NC(=O)COc1cccc(C)c1C | 20% | 16% | -7% | ? | 0% | 1%
COc1ccc(NC(=O)c2ccccc2NC(=O)c2ccco2)c(OC)c1 | 17% | -6% | 2% | -12% | 4% | 1%
COc1ccc(OC)c(CC(=O)N(C)C2CCCN(Cc3ccccc3F)C2)c1 (centres undefined) | -12% | -9% | 0% | ? | ? | -7%

Some entries already given, limited to Pf growth 96h, TbPYK inhibitor and LmPK inhibitor:
Compound | Pf growth 96h | TbPYK inhibitor | LmPK inhibitor
O=C(NC(=O)c1cc(OCC(F)(F)F)ccc1OCC(F)(F)F)Nc1ccccc1 | ? | 4% | 10%
Cc1ccc2c(c1)c1c(n2CC(O)Cn2c(C)nc3ccccc32)/C(=N\O)CCC1 (centres undefined) | ? | 0% | 2%

Ordered by SMILES length (rising): part of the list above.
SMILES | Pf growth 48h | HCV inhibitor | LmPK inhibitor | Pf growth 96h | Sm TGR block | TbPYK inhibitor
O=S(=O)(c1ccccc1)N1CCCC1c1cccs1 (centres undefined) | 1% | -25% | 8% | ? | -8% | -2%
COC(=O)Nc1nc(Sc2ncc(C(F)(F)F)cc2Cl)n[nH]1 | 8% | 13% | -8% | 20% | 1% | -3%
COc1ccc(NC(=O)c2ccccc2NC(=O)c2ccco2)c(OC)c1 | 17% | -6% | 2% | -12% | 4% | 1%
CNC(CC(=O)c1ccc([N+](=O)[O-])cc1)C(Cl)(Cl)Cl (centres undefined) | 36%[activator] | 9% | -11% | / | 0.45µM* | 13µM*
COc1ccc(OC)c(CC(=O)N(C)C2CCCN(Cc3ccccc3F)C2)c1 (centres undefined) | -12% | -9% | 0% | ? | ? | -7%
O=C(NC(=O)c1cc(OCC(F)(F)F)ccc1OCC(F)(F)F)Nc1ccccc1 | ? | ? | 10% | ? | 12% | 4%
Cc1cc(C(=O)Nc2ccccc2C(=O)O)ccc1NC(=O)COc1cccc(C)c1C | 20% | 16% | -7% | ? | 0% | 1%

Screens deposited in PubChem BioAssay by National Center for Advancing Translational Sciences (NCATS).
